IMPase cell inh – IMPase inhibition in cells; inhibition (IP1 accumulation), % at 46.1 µM; P97697; CHO-M1 cells, IP1 accumulation, HTRF TR-FRET ratio; 120,000 tested, under 10 active; active = well fitted curve in the direction sought with a large enough effect in the signal ratio, not every such curve was filed as active; inconclusive = small, poorly fitted or top-dose-only effect, or a change in a side signal; inactive = no such curve, though single readings can be large or run the other way; the % refers to the signal ratio;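 also: cells stimulated with carbachol in lithium chloride buffer; plate controls were DMSO basal wells for no effect and reference inhibitor wells for full effect; higher means more IMPase inhibition seen as more IP1 and lower FRET ratio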
Target sequence (P97697 whole entry, looked up): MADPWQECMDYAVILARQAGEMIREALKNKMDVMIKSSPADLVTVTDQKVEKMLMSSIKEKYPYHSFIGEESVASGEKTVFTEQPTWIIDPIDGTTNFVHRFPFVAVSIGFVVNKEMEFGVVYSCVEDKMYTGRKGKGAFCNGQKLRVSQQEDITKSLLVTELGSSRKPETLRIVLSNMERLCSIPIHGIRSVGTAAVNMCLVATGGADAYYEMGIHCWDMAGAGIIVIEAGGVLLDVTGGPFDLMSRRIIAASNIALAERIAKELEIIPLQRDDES
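CHO-M1 cells (CHO stably expressing M1 receptor), compound up to 46 uM final, stimulated with carbachol (50 uM as added) in buffer with 50mM LiCl, pH 7.4, 30 min at 37C. Cytosolic IP1 read by TR-FRET; AC50 from Hill fits.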
15-hLO-2 inh – inhibitors of human 15-lipoxygenase 2 (ALOX15B); 0.56% of 110,000 active; Potency, µM (titrated, usually from 57.1 µM), for the others: at the highest dose activity change, negative = inhibition, actives largely listed as inhibitors; AID 881; purified 15hLO-2, xylenol orange hydroperoxide absorbance; O15296; also: potency is read from the fitted curve at half-maximal effect; nearly all actives have a fitted effect of over 60% in size; many of its hits are not listed in these tables
Target sequence (O15296 whole entry, looked up): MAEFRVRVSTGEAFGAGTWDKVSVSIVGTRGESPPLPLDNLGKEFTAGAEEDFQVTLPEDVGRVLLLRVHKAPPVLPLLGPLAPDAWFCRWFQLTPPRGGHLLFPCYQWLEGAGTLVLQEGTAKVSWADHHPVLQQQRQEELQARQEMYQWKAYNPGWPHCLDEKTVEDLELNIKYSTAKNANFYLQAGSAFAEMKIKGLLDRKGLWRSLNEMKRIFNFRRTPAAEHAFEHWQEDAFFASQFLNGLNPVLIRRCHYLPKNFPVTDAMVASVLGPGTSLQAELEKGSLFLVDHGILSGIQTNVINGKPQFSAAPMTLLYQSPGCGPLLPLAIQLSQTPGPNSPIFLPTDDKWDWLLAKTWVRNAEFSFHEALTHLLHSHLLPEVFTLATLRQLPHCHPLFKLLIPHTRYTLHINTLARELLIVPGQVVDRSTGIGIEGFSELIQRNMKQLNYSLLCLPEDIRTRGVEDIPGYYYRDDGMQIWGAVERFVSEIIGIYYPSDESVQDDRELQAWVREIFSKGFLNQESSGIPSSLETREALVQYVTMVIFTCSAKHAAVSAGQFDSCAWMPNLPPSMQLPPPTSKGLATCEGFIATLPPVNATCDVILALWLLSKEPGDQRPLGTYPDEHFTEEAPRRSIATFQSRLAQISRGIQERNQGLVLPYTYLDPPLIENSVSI
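Enzyme 50 nM, AA 45 uM, 25 mM Hepes pH 7.5 + 0.01% Triton X-100; cpd preinc 15 min RT, rxn 90 min RT; stop/detect with 200 uM XO + 300 uM Fe(II) in 50 mM H2SO4, 30 min; A573/A405.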
PNC assembly inh – perinucleolar compartment assembly inhibition | PC3M PTB-GFP, PNC prevalence imaging, 16 h; stronger effect = lower value | activity change (PNC), negative = inhibition, % at 10 µM | 3.1% of 140,000 active;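 active = readout at or below -70, meaning at least 70% loss of cells showing the perinucleolar compartment, a nuclear body marking cancer cells; inconclusive = readout between -30 and a set limit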;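 also: plate controls were DMSO wells for no effect and camptothecin positive control wells for full effect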
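Compounds are pinned in duplicate onto adhered PC3M cells stably expressing GFP-tagged PTB and incubated 16 h at 37 C. Cells are then fixed, nuclei stained with Hoechst, and PNC-positive cells counted.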
12-hLO inh – blocks human 12-lipoxygenase activity. 0.12% of 150,000 active. AID 1452. purified 12-hLO, xylenol orange hydroperoxide absorbance. Potency, µM (highest dose often 57.1 µM), for the others: top-dose activity change, negative = inhibition, hits mostly inhibitors; also: potency is read from the fitted curve at half-maximal effect; nearly all actives have a fitted effect of over 55% in size; many of its hits are not listed in these tables
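Lipoxygenase turnover measured by absorbance at 573 and 405 nm after Fe-XO development. Human 12hLO 150 nM, arachidonate 40 uM, pH 7.0 Hepes buffer with detergent; 15 min compound preincubation, 30 min reaction.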
Numbers without * were called inactive; ? = inconclusive; / = not tested or not shown; [ ] = remark or other dose. Unless noted, calls follow the shape of the dose curve; as a rule, active = well fitted curve in the direction sought with a large enough effect; inconclusive = small, poorly fitted or top-dose-only effect, or another doubt; inactive = no such curve, though single readings can be large; an effect the other way counts as inactive or inconclusive. Unless noted, % is scaled to controls: 0 for no effect and ±100 for the full control effect.

SMILES	IMPase cell inh	15-hLO-2 inh	PNC assembly inh	12-hLO inh
CC1CCC(=NNc2ccc(C(F)(F)F)cc2[N+](=O)[O-])CC1 (stereo not given)	/	/	11.2	-5.0%
COC(=O)N/N=C/c1ccc(-c2ccc(C)c(Cl)c2)o1	14.4	/	3.3	-5.4%
Cc1cc(=O)oc2cc(OCC3CC(c4ccc(Br)cc4)=NO3)ccc12 (stereo not given)	-0.5	-3.6%	-28.7	-2.9%
CCN(CC)CCNC(=O)Cn1nc(Cc2cccnc2)c2ccccc2c1=O	-0.6	17.0%	24.7	0.0%
COc1ccccc1C1(CCNS(=O)(=O)c2ccc(C)cc2)CCOC(C(C)C)C1 (stereo not given)	/	/	10.7	-3.7%
O=C(c1ccccc1)c1c[nH]c(C(=O)NCCCn2ccnc2)c1	3.5	1.0%	-27.4	-1.9%
O=C1c2ccccc2NC(c2cnc3ccccc3n2)N1O (stereo not given)	3.0	?	?	-29.7%
O=C(Nc1ccccc1C(=O)NC1CCCCC1)c1ccco1	18.1	/	-24.9	-0.3%
Cc1ccnc(NC(=S)NC(=O)c2cccs2)c1	2.1	/	18.9	-0.8%
Cc1nnc(N/N=C/c2cc([N+](=O)[O-])c(N3CCC(C)CC3)cc2N2CCC(C)CC2)n1N	13.1	12.7%	-29.6	-18.8%
CN1C(=O)CC(C(=O)Nc2ccc(F)cc2)SC1=Nc1ccc2c(c1)OCO2 (stereo not given)	-1.1	3.9%	?	-1.6%
O=C(CSc1nnc(-c2ccccc2Cl)o1)Oc1ccc(Br)cc1	-15.5	/	-22.9	-12.3%
O=C(OCCN1CCCC1=O)c1cncc(Br)c1	-2.7	-3.1%	?	1.5%
C(=N\N1CCN(Cc2ccccc2)CC1)/c1cccnc1	/	/	-116.4*	-1.7%
COC(=O)C1=C(C)Nc2c(c(=O)n(C)c(=O)n2C)C1c1ccncc1 (stereo not given)	/	/	?	-6.6%
Cn1ccnc1C(=O)c1cc(=O)c2ccccc2o1	-6.2	-1.5%	41.2	7.2%
Cc1cccc(N2CCN(C(=O)c3cc4n(n3)C(C(F)(F)F)CC(c3ccco3)N4)CC2)c1C (stereo not given)	6.6	5.6%	42.3	-11.0%
Oc1cccc(C=NCc2ccccc2)c1	1.2	0.3%	?	-2.6%
N#CC(C#N)=c1ccc2c(c1)NC1(CCCCC1)N=2	?	-7.3%	?	-14.4%
CCOC(=O)CNC(=O)c1nn(-c2cccc(OC)c2)c(=O)c2ccccc12	-12.1	1.8%	42.9	0.0%

Overlap with the part before: two entries; new compounds follow.
SMILES	IMPase cell inh	15-hLO-2 inh	PNC assembly inh	12-hLO inh
N#CC(C#N)=c1ccc2c(c1)NC1(CCCCC1)N=2	?	-7.3%	?	-14.4%
CCOC(=O)CNC(=O)c1nn(-c2cccc(OC)c2)c(=O)c2ccccc12	-12.1	1.8%	42.9	0.0%
CCOC(=O)c1nn(-c2ccccc2C)c(=O)c(C#N)c1C	-3.0	-12.2%	2.2	-1.1%
CC(C)(C)c1ccc(C(=O)NNC(=O)C(=O)N2CCCCC2)cc1	-4.0	6.2%	?	-1.9%
CCN(C(=O)CN1CCN(c2ccccc2)CC1)c1c(N)n(Cc2ccccc2)c(=O)[nH]c1=O	10.1	1.3%	-0.7	8.6%
CCCN(CCC)S(=O)(=O)c1ccc(C(=O)OCCN2C(=O)c3cccc4c(N5CCOCC5)ccc(c34)C2=O)cc1	/	/	11.3	1.6%
O=C(Cc1ccc(Cl)cc1)c1c(O)cc(O)cc1O	4.6	?	/	-9.5%
CC1S/C(=C(\C#N)C(=O)NCc2ccco2)N(Cc2ccco2)C1=O (stereo not given)	9.6	3.5%	-9.3	-5.6%
CCOC(=O)C1CCN(c2cc(=O)n(C3CCCCC3)c(=O)[nH]2)CC1	3.1	-8.4%	1.2	-2.0%
N#CC1=C(N)Oc2n[nH]c(-c3cccs3)c2C1c1ccco1 (stereo not given)	5.2	7.9%[2.29 µM]	18.4	-5.0%
C=CCn1cc(-c2cccc(Cl)c2)cc(C#N)c1=O	4.6	-1.1%	-27.1	-0.5%
Cc1oc2c(c1C(=O)Nc1cccc(C(=O)O)c1)CCCC2	3.6	-1.8%	-107.7*	2.2%
O=c1c2c3c(sc2nc2sc(C4CC4)nn12)CCCC3	3.1	-0.8%	-3.3	-1.6%
CC(C)Oc1ccc(CNC(=O)Cn2c(=O)oc3ccccc32)cc1	7.0	4.9%	19.8	-3.7%
COc1ccc(NS(=O)(=O)/C=C/c2ccccc2)cc1	/	/	-16.0	-2.4%
Cn1c2ccccc2c(=O)c2c(=O)n(C3CCCCCC3)c(C3CCCCC3)nc21	-20.0	/	?	-2.5%
Cc1nc2cc(-c3ccc(Cl)cc3)nn2c(C)c1CCC(=O)NC(C)c1ccc2c(c1)OCCO2 (stereo not given)	/	/	7.2	0.7%
COCCCNC(=O)C1CC(=O)N(C2CCCC2)C1 (stereo not given)	-10.4	2.1%	65.1	0.7%
CCCC(=O)Nc1nc(C(=O)OCC)cs1	-0.2	?	-5.4	5.5%
Cc1cc2[nH]c(=S)[nH]c2cc1C	/	/	?	-3.8%
O=C(COc1ccc(-n2cnnn2)cc1)N1CCN(c2ccc(F)cc2)CC1	4.0	-9.1%	-15.8	-4.3%
CC(=O)c1ccc(NC(=O)C(C)OC(=O)c2ccc3c(c2)nc(C)n3-c2ccccc2)cc1 (stereo not given)	/	/	-15.6	-1.0%
COc1ccc(C2C=C(c3ccccc3)Nc3nc(CCCO)nn32)cc1 (stereo not given)	-1.9	-14.1%	-24.2	-3.1%
OCCCNc1nc(-c2ccc(Cl)cc2)nnc1-c1ccc(Br)cc1	/	/	2.5	-8.3%
CC(C)CCOCC(=O)Nc1cccc(C(=O)O)c1	7.2	-4.4%	-12.8	-7.4%
O=C(O[C@@H](C(=O)O)[C@@H](OC(=O)c1ccccc1)C(=O)O)c1ccccc1	/	-4.7%	/	-0.7%
Cc1ccc2nc(-c3ccc(NC(=O)COC(=O)c4ccc(Br)o4)cc3)sc2c1	2.8	/	?	-5.1%
COc1cccc(NC(=O)C2C3CC4OC(=O)C2C4C3)c1 (stereo not given)	1.7	-3.1%	23.3	-2.6%
COC(=O)c1cc(NC(=O)CC2SCCNC2=O)cc(C(=O)OC)c1 (stereo not given)	-1.2	5.5%	34.3	-5.1%
O=C(NCC(O)CO)c1ccc2[nH]c3ccccc3c2c1 (stereo not given)	5.0	/	-14.5	-0.5%
CCOC(=O)N/N=C/c1ccc(OCCSc2ccc(Cl)cc2)c(OCC)c1	/	/	0.1	-1.4%
CCn1nnc2sc3c(c2c1=O)CCC(C)C3 (stereo not given)	-1.6	0.3%	3.0	-3.7%
COc1cccc(-c2nnc(SCC(=O)N(C(C)C)C(C)C)o2)c1	-10.8	-1.6%	-20.0	0.3%
Cc1ccc(CS(=O)(=O)Cc2ccc(C(=O)NCc3ccco3)o2)cc1	-4.8	0.3%	59.6	2.0%
Cc1cc(C(=O)COC(=O)c2n[nH]c3ccccc23)c(C)n1C	-3.3	1.0%	?	-3.3%
CCOc1cc(CNCc2ccccn2)ccc1OCC(=O)NC1CCCCC1	5.9	37.0%[activator]	28.7	-2.1%
CCC(=O)c1ccc(OCC(O)CN2CCCCC2)cc1 (stereo not given)	3.9	/	31.0	7.7%
O=C(CCl)Oc1ccc2occ(C(=O)c3cccs3)c2c1	-6.9	-7.3%	18.2	0.9%
CCCCCCCCC(=O)NCCOc1ccc(OC)cc1	/	/	?	-2.7%
O=C(CCS(=O)(=O)Cc1ccccc1)NCc1ccco1	7.9	-0.8%	-22.2	-4.1%
C=CCOC(=O)C1=C(C)NC(SCC(=O)NC(=O)OCC)=C(C#N)C1c1cccnc1 (stereo not given)	?	-0.6%	14.1	-5.7%
COc1cccc(NC(=O)C2CC(=O)N=C(N)S2)c1 (stereo not given)	2.9	0.0%	27.8	-5.9%
CCOC(=O)C1=C(C)C(c2ccccc2O)NC(=O)N1 (stereo not given)	5.8	-0.4%	-3.2	-4.9%
O=C(Oc1cccc(N2C(=O)CCC2=O)c1)C1CC(=O)N(c2ccc(Br)cc2)C1 (stereo not given)	7.4	-8.6%	?	-4.5%
COc1cc(C2NC(=S)NC(O)(C(F)(F)F)C2C(=O)c2cccs2)cc(OC)c1O (stereo not given)	/	/	?	-2.0%
CCc1ccc(Nc2cc(C)nc3nc(C)nn23)cc1	/	/	4.3	-1.5%
Cc1ccc(C(=O)/C=C/c2ccc(F)cc2)o1	/	/	5.5	0.9%
COc1ccc(NC(=O)COC(C)=O)cc1Cl	/	/	5.5	-5.7%
O=S1(=O)N=C(N2CCc3ccccc3C2)c2ccccc21	4.8	0.5%	-14.7	-13.3%
Cc1ccc(S(=O)(=O)N(NC2=NS(=O)(=O)c3ccccc32)C(=O)c2ccccc2)cc1	/	/	35.5	-3.4%
Nc1c(C(=O)N/N=C/c2cccnc2)cnn1-c1ccccc1	/	/	-26.4	-0.8%
COc1ccc(-c2cc(=Nc3ccc(C)cc3)c3ccccc3o2)cc1	7.9	2.7%	-3.7	-4.6%
O=C(CNC(=O)c1ccco1)OC(C(=O)c1ccccc1)c1ccccc1 (stereo not given)	10.6	/	-1.0	0.1%
Cn1c(=O)oc2cc(S(=O)(=O)N3CCN(c4cccc(Cl)c4)CC3)ccc21	5.0	9.5%	?	0.6%
O=C1CC(c2ccccc2)Cc2nc3nc(C(F)(F)F)nn3cc21 (stereo not given)	7.0	-5.5%	?	3.1%
CCCOc1ccc(Cn2c(O)cc(=O)[nH]c2=O)cc1	-15.2	-1.7%	-2.4	-13.7%
CCCCC(=O)NCc1ccc(F)cc1	/	/	-13.0	-1.8%
COc1ccccc1N1CCN(CC(=O)NC(=O)NCc2ccco2)CC1	-2.3	/	-19.8	-2.2%
COC(=O)NC1(C(F)(F)F)NC(=O)N(C2CCCCC2)C1=O (stereo not given)	4.0	-1.8%	6.8	-7.4%
COCCCNC(=O)c1c(NC(=O)c2cccs2)sc2c1CCCC2	14.1	-2.4%	?	-1.3%
Oc1c(C(c2ccccc2)N2CCc3ccccc3C2)sc2ncnn12 (stereo not given)	-3.3	/	11.3	-3.7%
Cn1c(=O)c(/C=C/c2ccccc2)nc2ccccc21	8.7	/	6.6	-3.8%

The list continues.
SMILES	IMPase cell inh	15-hLO-2 inh	PNC assembly inh	12-hLO inh
Cn1nc2c(c1C(=O)O)CCCC2	-0.2	/	?	-5.4%
COc1ccc(S(=O)(=O)NCCc2csc(-c3cccnc3)n2)cc1	-3.8	-3.6%	-26.1	2.7%
Cc1ccc2nc(-c3ccc(NC(=S)NC(=O)C(C)C)cc3)sc2c1	3.0	?	-4.2	-11.1%
O=C(CS(=O)c1cccc(Cl)c1)Nc1ccccc1Cl (stereo not given)	1.6	-2.2%	-18.1	-6.6%
O=C(O)CSc1c(-c2ccccc2)[nH]c2ccccc12	/	/	-84.7*	-1.5%
O=C(COc1ccc(C(F)(F)F)cc1[N+](=O)[O-])Nc1cccc(C(F)(F)F)c1	/	/	11.5	-0.8%
Cc1cc(C(=O)CN2C(=O)c3ccccc3S2(=O)=O)c(C)n1-c1ccccc1	15.8	-2.8%	27.9	-3.3%
CCOC(=O)c1ccc(NS(=O)(=O)CC)cc1	14.5	-6.0%	5.4	5.6%
COc1ccc(NC(=O)N(Cc2ccc3c(c2)OCO3)C2CC(=O)N(c3ccc(OC)cc3)C2=O)cc1 (stereo not given)	7.4	0.4%	-7.9	2.3%
CCCSc1ccc2nc(-c3ccccc3)cn2c1	6.3	/	-3.5	-1.0%
CCC(CC)NC(=O)c1cc2c(C)nn(Cc3ccccc3Cl)c2s1	8.5	19.5%	?	-6.4%
O=c1[nH]cnc2c1cnn2Cc1ccccc1	19.0	0.8%	-0.2	-5.2%
O=C(CCn1nnc(-c2cccs2)n1)NC1CCCCC1	-11.1	0.5%	27.5	2.5%
CC1CCN(c2ccc([N+](=O)[O-])cc2C(=O)O)CC1	-4.0	/	26.4	-4.8%
COc1ccc(/C=C/C(=O)Oc2cccc(/C=N/NC(=O)c3cccc(F)c3)c2)cc1	7.4	-5.9%	?	-7.1%

This is a subset, so the mix of outcomes need not match the whole.
